# High-throughput results: PubChem BioAssay, several laboratories
# Mtb RmlCD inh – blocks M. tuberculosis RmlC and RmlD coupled enzymes; P9WH09+P9WH11; RmlC+RmlD coupled enzyme assay, percent inhibition; primary screen in compound mixtures; inhibition, % at 3.6 µM; 160,000 compounds, 0.03% hits; AID 1533; in the data active = inhibition mostly above about 34%, no sharp cut-off; note: some results filed as inactive read as strong as hits
# Target sequence (P9WH09 whole entry, looked up): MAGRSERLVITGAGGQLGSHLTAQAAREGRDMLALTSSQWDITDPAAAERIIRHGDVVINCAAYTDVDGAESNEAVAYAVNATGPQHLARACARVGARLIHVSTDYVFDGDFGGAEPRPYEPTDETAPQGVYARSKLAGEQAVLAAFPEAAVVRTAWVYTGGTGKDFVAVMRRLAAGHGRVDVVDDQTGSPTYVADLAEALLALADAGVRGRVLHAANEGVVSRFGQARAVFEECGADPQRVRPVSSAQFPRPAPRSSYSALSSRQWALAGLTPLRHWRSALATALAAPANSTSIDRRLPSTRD
# Target sequence (P9WH11 whole entry, looked up): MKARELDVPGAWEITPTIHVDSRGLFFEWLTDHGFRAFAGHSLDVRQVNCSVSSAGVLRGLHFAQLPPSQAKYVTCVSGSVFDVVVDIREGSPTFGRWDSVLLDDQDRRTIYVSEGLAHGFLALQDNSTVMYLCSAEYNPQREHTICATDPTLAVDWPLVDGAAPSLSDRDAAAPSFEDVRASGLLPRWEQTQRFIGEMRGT
# GlmU inhibition – inhibition of mycobacterial GlmU enzyme – biochemical, glucosamine-1-phosphate acetyltransferase (AID 1376); M. tuberculosis GlmU acetyltransferase enzyme assay; higher % means a stronger effect; inhibition, %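 (tested at 30 µM in the primary screen)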, or IC50 in µM where a hit was titrated; 220,000 compounds, 0.25% hits; in the data active = inhibition above about 13%;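 note: 0% = complete reaction with vehicle and 100% = reaction without substrate; strong numbers were not always called active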
# * marks the source's active call; other numbers are inactive results; nt = no result given. Some of the compounds tested, so the mix of outcomes need not match the whole.
SMILES,Mtb RmlCD inh,GlmU inhibition
COc1ccc(S(=O)(=O)N2CCN(C(=O)c3cc(C)oc3C)CC2)cc1,7,-2.2%
CCCn1c(N)[n+](CC(=O)c2ccco2)c2ccccc21,103,-1.1%
O=C1CC2c3ccccc3C1C1C(=O)N(CCc3ccccc3)C(=O)C21 (configuration not stated),-7,-1.7%
CC(=O)NC1C(=O)Nc2c1cccc2C(F)(F)F (configuration not stated),nt,0.8%
CCOC(=O)C(Sc1n[nH]c(N)n1)c1ccccc1 (configuration not stated),nt,-0.1%
COc1cc2c(cc1OC)C(C)=NCC2,7,-3.9%
O=C(CN1CCCC1)Nc1nnc(-c2cccs2)s1,-10,0.2%
O=C(NCc1ccncc1)c1cnccn1,nt,3.2%
Cn1c(CNc2nc3ccccc3n2CCN2CCCCC2)nc2ccccc21,8,4.3%
Cc1c(C#N)c2ccccc2n1CC(=O)O,-1,nt
NNC(=O)CCn1c2ccccc2c2ccccc21,nt,-1.3%
COc1cccc(C(=O)Nc2ccc3c(c2)C(=O)N(CCC(=O)O)C3=O)c1,nt,-2.4%
CCc1nc(SCc2cccnc2)[nH]c(=O)c1C,-4,-0.6%
Cc1cc(S(=O)(=O)N(Cc2ccc(C(C)(C)C)cc2)Cc2cccs2)ccc1-n1cnnn1,-5,-1.3%
CCOC(=O)CCCCC(=O)c1[nH]c(=O)[nH]c1CSc1nc2ccccc2[nH]1,nt,6.3%
O=C(CSc1nnc(Cc2cccs2)n1Cc1ccco1)Nc1cc(Cl)cc(Cl)c1,nt,1.0%
CCc1cc(-c2[nH]ncc2-c2ccc3c(c2)OCO3)c(O)cc1O,nt,7.1%
Cn1cnnc1SCCC(=O)Nc1ccccc1,-7,-4.6%
COc1ccc(Cl)cc1-c1nc(SCC(=O)NC(C)(C)C)n[nH]1,-6,-5.6%
O=C(c1ccccc1)c1ccc(OCC(O)CN2CCN(S(=O)(=O)N3CCCCC3)CC2)cc1 (configuration not stated),nt,-0.6%
COc1ccc(NC(=O)CSc2nnc(NC(=O)CN3CCOCC3)s2)cc1,nt,-0.7%
O=C(Cn1c(=O)oc2cc(S(=O)(=O)NCc3ccccc3)ccc21)N1CCCC1,-2,3.2%
CC1CCCCN1C(=O)CSc1nnc(CSc2ncccn2)n1C (configuration not stated),4,5.6%
O=C(NCc1ccccc1Cl)C1CCCO1 (configuration not stated),-7,-0.5%
O=c1ccn(-c2cccc(C(F)(F)F)c2)nc1-c1ccn(-c2ccccc2F)n1,nt,-2.9%
# Other records follow:
SMILES,Mtb RmlCD inh,GlmU inhibition
COc1ccc(C(=O)N/N=C/c2cc3ccccc3[nH]c2=S)cc1,-7,6.4%
O=C(Nc1cccc2c1C(=O)NC2=O)c1ccc(S(=O)(=O)N2CCCC2)cc1,-3,0.9%
O=C(CC1C(=O)NCCN1C(=O)Nc1ccccc1)Nc1cc(Cl)ccc1Cl (configuration not stated),6,-3.5%
Cc1cccc(N2CCc3c2nc2ccc(Br)cc2c3N)c1,nt,-8.7%
COc1ccc(-c2c(C#N)c(C)nc3c2C(=O)c2ccccc2-3)cc1,nt,-0.4%
CCOC(=O)Cn1c2ccccc2n2nc(CCC(=O)O)c(=O)nc12,-14,5.1%
C=CCn1c(SCC(=O)Nc2sccc2C#N)nc2sc(C)c(C)c2c1=O,2,0.0%
CCCn1c(C)cc(=O)c2cc(NC(=O)c3ccccn3)ccc21,nt,-5.5%
Nc1ccc2c(c1)nnn2-c1ccccc1,-3,-3.0%
COc1cc(/C=N/Nc2nc3ccccc3[nH]c2=O)ccc1O,5,2.0%
CCn1c(=O)c(C(=O)NNS(=O)(=O)c2ccc(Cl)cc2)c(O)c2ccccc21,7,2.0%
COc1ccc(C(C)=O)cc1CC(C(=O)c1ccc(F)cc1)N(C)C (configuration not stated),-9,-1.7%
Cc1ccn2c(NC3CCCCC3)c(C)nc2c1,nt,-5.5%
CCN(CC)c1nc(C#N)cc(-c2ccc(OC)cc2)n1,8,2.6%
Nc1ccc2nc(Cc3ccccc3)[nH]c2c1,3,-2.0%
CCOc1ccccc1NS(=O)(=O)N(C)C,nt,4.5%
O=C(CNC(=O)c1ccccc1)OC(C(=O)Nc1cc(C(F)(F)F)ccc1Cl)c1ccccc1 (configuration not stated),nt,-0.1%
CCCOc1ccc(N2C(=O)C3ON(c4ccccc4)C(CCC)C3C2=O)cc1 (configuration not stated),8,-1.4%
Cc1ccc(Cn2c(-n3nc(C)cc3C)nc3c2c(=O)[nH]c(=O)n3C)cc1,5,-4.5%
COC(=O)c1ccc(C(=O)NCCCCO)cc1,-6,-4.3%
N#Cc1c(-c2ccc(F)cc2)noc1N,nt,2.9%
Oc1cccc(Nc2nc(O)c(/C=C3\C=Nc4ccccc43)s2)c1,-4,-3.1%
CC(OC(=O)C1=Cc2ccccc2OC1)C(=O)NC1CCCC1 (configuration not stated),-2,-2.7%
Cc1cccc(-n2c(SCc3ccc([N+](=O)[O-])cc3)nnc2-c2c[nH]c3ccccc23)c1,2,0.6%
CN1C(=O)CSc2ccc(NC(=O)N3CCN(c4ccccn4)CC3)cc21,6,0.5%
# (further entries)
SMILES,Mtb RmlCD inh,GlmU inhibition
O=C(C1CCN(Cc2ccccc2)CC1)N1CCCC1,-1,6.4%
COc1cccc(N2CCN(C(=O)CSc3ccc(F)cc3)CC2)c1,-15,10%
CCSc1ncc(Cl)c(C(=O)Nc2cc(C)ccc2C)n1,5,-3.4%
O=C(CCS(=O)(=O)c1cccs1)Nc1ccc(C(=O)NC2CCCC2)cc1,-4,1.9%
COC(=O)Cc1[nH]nc2c1C1(C(=O)N(Cc3ccccc3)c3ccccc31)C(C#N)=C(N)O2 (configuration not stated),-6,-4.6%
CN(C)c1ccc(CN(C)C2CCCCC2)cc1,8,-6.2%
COCc1nnc(NS(=O)(=O)c2ccc(C)cc2)s1,nt,2.9%
Cc1nc(CSc2ccc(Cl)cc2)cc(NCc2ccccc2)n1,2,-4.7%
CC1=C(C(=O)OC(C)C)C(c2ccncc2)n2ncnc2N1 (configuration not stated),-7,2.1%
CCOc1ccc2nc3ccc4[nH]onc4c3c2c1,nt,3.1%
COC(=O)CCC(=O)Nc1cccc2ccccc12,4,4.2%
CCc1nnc(NC(=O)CSc2nnc3scc(-c4ccc(C)cc4)n23)s1,nt,-1.9%
CCOC(=O)Cc1cc(=O)n2[nH]c(C)c(C#N)c2n1,22,3.2%
CCCCC(=O)Nc1cc(NC(=O)CCCC)cc(C(=O)O)c1,17,0.3%
COc1ccc(CC(=O)NNC(=O)c2cccnc2)cc1OC,-14,-4.0%
CCOC(=O)c1ccc(N2C(=O)CC(N3CCC(O)(c4ccc(Cl)cc4)CC3)C2=O)cc1 (configuration not stated),nt,0.6%
C=CCn1c(C(C)NC(=O)c2ccc(C)cc2)n[nH]c1=S (configuration not stated),5,1.6%
COc1cccc(NC(=O)CN2C(=O)NC(C)(CC(C)C)C2=O)c1 (configuration not stated),-12,8.1%
CN(CCc1cnn(C)c1)Cc1nc(CC2CC2)no1,1,2.6%
COc1ccc2c(-c3ccccc3)cc(SC(C)C(N)=O)nc2c1 (configuration not stated),3,3.2%
O=C(Cn1cc([N+](=O)[O-])cn1)Nc1nccs1,4,3.9%
COc1ccc(CNC(=O)c2csnn2)cc1,-2,-5.6%
COC(=O)c1sc2ccccc2c1NC(=O)c1ccc(S(=O)(=O)N2CCCCC2C)cc1 (configuration not stated),-10,1.0%
CCOc1ccc(/C=C/C(=O)Nc2ccc(OC)cc2[N+](=O)[O-])cc1,5,-2.9%
O=C(COc1cccc(-n2cnnn2)c1)N1CCOCC1,nt,4.4%
# Later entries:
SMILES,Mtb RmlCD inh,GlmU inhibition
CNC(=O)C1(C)C=CC2(CCCCC2)N1C(=O)OC (configuration not stated),nt,-4.2%
O=C(Cn1c(=O)oc2ccccc21)NCc1ccco1,-8,2.4%
COC(=O)CC1COc2ccccc2N1C(=O)c1cccc(Cl)c1 (configuration not stated),nt,-0.7%
COCCNC(=O)C(c1ccc(F)cc1)N(Cc1ccco1)C(=O)CCC(=O)Nc1nccs1 (configuration not stated),-9,9.5%
O=C(NCc1csc(-c2cccs2)n1)c1ccccc1,-8,-4.5%
CS(=O)(=O)c1ccc(C(=O)Nc2ccc(N3CCOCC3)cc2)c(Cl)c1,-8,-0.5%
O=C(NCc1ccc2c(c1)OCO2)C1COc2ccccc2O1 (configuration not stated),nt,2.3%
CS(=O)Cc1cc(Sc2ccccc2)nc(-c2cccnc2)n1 (configuration not stated),6,1.9%
C=CCOC(=O)C1=C(C)NC(SCC(=O)Nc2ccc(C)c(Cl)c2)=C(C#N)C1c1ccco1 (configuration not stated),3,-3.0%
O=C(CSc1ncn[nH]1)Nc1nc(-c2cccc([N+](=O)[O-])c2)cs1,8,-1.6%
COc1ccccc1C(=O)NC(C)C(c1cccs1)N1CCOCC1 (configuration not stated),-5,1.8%
C=CCN1CC(C(=O)N2CCC(Cc3ccc(Cl)cc3)(C(=O)OCC)CC2)CC1=O (configuration not stated),-3,0.1%
Cc1nnc(SCc2ccccc2)n(N)c1=O,9,-0.3%
CC12CCC(C(=O)N(Cc3ccccc3)Cc3ccccc3)(OC1=O)C2(C)C (configuration not stated),nt,-1.7%
CC1CC(O)C(C)CN1 (configuration not stated),78,4.1%
CC(=O)/C(=C/c1ccc(N(C)C)cc1)C(=O)c1ccccc1,nt,1.2%
Cc1ccc([N+](=O)[O-])cc1NC(=O)c1ccoc1C,-1,-3.7%
O=C(COc1ccccc1Br)c1ccc(O)cc1O,-1,-3.6%
COc1cccc(NC(=O)COC(=O)c2c(-c3ccccc3)noc2C)c1,15,-3.5%
CSC1=N/C(=C\C=C\c2cccs2)C(=O)S1,-6,-3.4%
O=C(O)CN1C(=O)Nc2ccc(Br)cc2C1c1ccccc1 (configuration not stated),nt,5.6%
CCNC(=S)N1CCN(S(=O)(=O)c2ccc(C)c(C)c2)CC1,-15,-1.8%
COc1c(C)cc(C(=O)C2CCCN(C(=O)c3ccc4cc[nH]c4c3)C2)cc1C (configuration not stated),4,1.9%
CC(/C=N/NC(=O)CSc1ccccn1)=C\c1ccc(C(C)C)cc1,-3,-9.3%
Cc1ccc(-n2ncc(C#N)c2/N=C/N2CCOCC2)cc1,12,2.2%
# The listing continues:
SMILES,Mtb RmlCD inh,GlmU inhibition
COc1ccccc1CCc1nnc(CCC(=O)NC(C)Cc2cccc(C)n2)o1 (configuration not stated),-11,4.7%
CN(C(=S)Nc1ccccc1)c1ccccc1,6,-3.5%
NC(=O)CC(NC(=O)OCc1ccccc1)C(=O)O (configuration not stated),nt,-2.2%
O=C(OCC#CCSc1nc2ccccc2o1)c1ccco1,-4,1.2%
Cn1c(=O)c2c(nc(N/N=C3\CCCc4ccccc43)n2Cc2ccc(F)cc2)n(C)c1=O,nt,-8.0%
COc1cc(/C=N/NC(=S)Nc2cccc(C(=O)O)c2)ccc1O,-2,2.6%
Cc1ccc(/C=C2\C(=O)NC(=O)N(CC3CCCO3)C2=O)s1 (configuration not stated),nt,1.8%
COc1ccc(C(=O)Nc2c(C(C)(C)C)nn(C)c2C(C)(C)C)cc1,26,3.1%
COc1ccccc1-c1c(C)nn2c(N3CCN(Cc4ccccc4)CC3)cc(C)nc12,-4,-2.8%
O=C1NC(Cc2c[nH]c3ccccc23)C(=O)N1Cc1cccc2ccccc12 (configuration not stated),-13,0.4%
CCOC(=O)c1ccc(NC(=O)CSc2nnc(Cn3c(=O)sc4ccccc43)n2C)cc1,19,nt
N#Cc1nc(Cc2ccccc2)oc1NCCN1CCOCC1,nt,-3.9%
O=C(CSc1nnc(-c2ccc(F)cc2)o1)c1ccc2c(c1)OCCO2,-5,1.6%
c1ccc2c(Nc3nc(N4CCOCC4)c4ccccc4n3)cccc2c1,nt,-0.5%
CC1CC(C)CN(c2nc3c(c(=O)n(C)c(=O)n3C)n2CCSc2ncccn2)C1 (configuration not stated),-1,5.8%
Cc1c(C(=O)NCc2ccco2)cccc1[N+](=O)[O-],nt,-1.2%
COCC(=O)N(C)C1(c2nnnn2CCOC(=O)Nc2ccc(Cl)cc2)CCCC1,11,4.9%
Cc1cccc(-n2c(CCc3ccccc3)nnc2SCC(=O)c2ccccc2)c1,nt,5.0%
Cc1ccc(N2C(=O)c3ccccc3C2Nc2ccccc2)nc1 (configuration not stated),nt,-3.1%

# By substructure, the entries above with two or more sulfur atoms
SMILES,Mtb RmlCD inh,GlmU inhibition
O=C(CN1CCCC1)Nc1nnc(-c2cccs2)s1,-10,0.2%
Cc1cc(S(=O)(=O)N(Cc2ccc(C(C)(C)C)cc2)Cc2cccs2)ccc1-n1cnnn1,-5,-1.3%
O=C(CSc1nnc(Cc2cccs2)n1Cc1ccco1)Nc1cc(Cl)cc(Cl)c1,nt,1.0%
COc1ccc(NC(=O)CSc2nnc(NC(=O)CN3CCOCC3)s2)cc1,nt,-0.7%
CC1CCCCN1C(=O)CSc1nnc(CSc2ncccn2)n1C (configuration not stated),4,5.6%
C=CCn1c(SCC(=O)Nc2sccc2C#N)nc2sc(C)c(C)c2c1=O,2,0.0%
O=C(CCS(=O)(=O)c1cccs1)Nc1ccc(C(=O)NC2CCCC2)cc1,-4,1.9%
COCc1nnc(NS(=O)(=O)c2ccc(C)cc2)s1,nt,2.9%
CCc1nnc(NC(=O)CSc2nnc3scc(-c4ccc(C)cc4)n23)s1,nt,-1.9%
COC(=O)c1sc2ccccc2c1NC(=O)c1ccc(S(=O)(=O)N2CCCCC2C)cc1 (configuration not stated),-10,1.0%
O=C(NCc1csc(-c2cccs2)n1)c1ccccc1,-8,-4.5%
CS(=O)Cc1cc(Sc2ccccc2)nc(-c2cccnc2)n1 (configuration not stated),6,1.9%
O=C(CSc1ncn[nH]1)Nc1nc(-c2cccc([N+](=O)[O-])c2)cs1,8,-1.6%
CSC1=N/C(=C\C=C\c2cccs2)C(=O)S1,-6,-3.4%
CCNC(=S)N1CCN(S(=O)(=O)c2ccc(C)c(C)c2)CC1,-15,-1.8%
CCOC(=O)c1ccc(NC(=O)CSc2nnc(Cn3c(=O)sc4ccccc43)n2C)cc1,19,nt
